ADAM17 inh: inhibitors of human ADAM17; recombinant ADAM17, EDANS/DABCYL FRET peptide cleavage; inhibition, % at 6.95 µM; AID 720648; actives 0.83% (n = 370,000); P78536;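 active = inhibition above the mean of compounds lying between control limits plus 3 SD, set per campaign, cut at about 8.5% in these data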;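 note: 0% = DMSO-only wells as the low control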
TDP2 inh: blocks human TDP2 phosphodiesterase activity; actives 0.34% (n = 370,000); inhibition, % at 12.8 µM; O95551; recombinant TDP2, T5PNP hydrolysis, p-nitrophenol absorbance 415 nm; AID 720702;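 active = inhibition above the mean of all tested compounds plus 3 SD, set per campaign, cut at about 25% in these data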;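 note: 0% = DMSO with enzyme and 100% = buffer with substrate but no TDP2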
Target sequence (O95551 whole entry, looked up): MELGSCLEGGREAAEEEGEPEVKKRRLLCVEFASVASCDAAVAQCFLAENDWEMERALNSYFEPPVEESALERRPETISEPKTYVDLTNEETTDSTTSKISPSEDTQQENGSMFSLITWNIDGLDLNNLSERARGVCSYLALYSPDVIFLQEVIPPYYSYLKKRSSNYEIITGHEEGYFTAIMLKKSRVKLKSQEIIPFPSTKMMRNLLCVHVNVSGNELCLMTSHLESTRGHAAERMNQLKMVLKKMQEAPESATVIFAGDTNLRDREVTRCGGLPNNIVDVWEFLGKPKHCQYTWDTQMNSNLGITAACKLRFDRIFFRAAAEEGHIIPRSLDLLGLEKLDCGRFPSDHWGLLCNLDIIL
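System: recombinant human TDP2 / Amount: 120 nM TDP2 per well / Also added: 5 mM T5PNP chromogenic substrate / Doses: 12.8 µM single point, 1% DMSO / Incubation: 2 h at 37 °C / Detection: p-Nitrophenol epi absorbance / Evaluation: % inhibition relative to enzyme-containing and enzyme-free wells / Repeats: singlicate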
ASAP1 inh: blocks human ASAP1-stimulated Arf1 GTP hydrolysis; actives 0.19% (n = 360,000); GDP FP detection; inhibition, % at 16.5 µM; AID 624377; in the data active = inhibition above about 25%;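 note: 0% = vehicle with enzyme and substrate and 100% = no enzyme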
ARFGAP1 inhibitor: rat ARFGAP1 inhibition; Q62848; actives 0.26% (n = 360,000); AID 651572; inhibition, % at 16.5 µM; Arfgap1-stimulated ARF1 GTP hydrolysis, GDP FP detection;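 active = inhibition above a per-plate limit, mean inhibition of low control wells plus 3 SD, cut at about 25% in these data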;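 note: 0% = DMSO wells with enzyme and 100% = wells lacking Arfgap1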
Target sequence (Q62848 1-136 limits assumed): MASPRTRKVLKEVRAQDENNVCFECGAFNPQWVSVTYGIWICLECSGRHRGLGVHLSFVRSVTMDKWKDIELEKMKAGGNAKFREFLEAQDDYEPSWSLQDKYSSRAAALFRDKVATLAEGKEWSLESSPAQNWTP
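Material: rat Arfgap1 catalytic domain, aa 1-136; also added: human ARF1(Δ1-17)-GTP substrate; compound dosing: one concentration, 16.5 µM, DMSO 1.26%; incubation: GTP hydrolysis reaction 2 h at 25 °C; measured by: Tracer-displacement fluorescence polarization with EDTA stop, 620/688 nm; evaluation: % inhibition from polarization; repeats: one replicate per compound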
SIAE inh: human SIAE inhibition, primary screen | Q9HAT2 | SIAE FP-Rh probe binding, fluorescence polarization | inhibition, % at 9.66 µM | actives 0.69% (n = 370,000) | AID 1053197;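 active = inhibition above a cutoff: mean of compounds within the control limits plus 3 SD of those, cut at about 17% in these data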;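 note: 0% = plate median of compound wells and 100% = probe without SIAE protein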
Target sequence (Q9HAT2 whole entry, looked up): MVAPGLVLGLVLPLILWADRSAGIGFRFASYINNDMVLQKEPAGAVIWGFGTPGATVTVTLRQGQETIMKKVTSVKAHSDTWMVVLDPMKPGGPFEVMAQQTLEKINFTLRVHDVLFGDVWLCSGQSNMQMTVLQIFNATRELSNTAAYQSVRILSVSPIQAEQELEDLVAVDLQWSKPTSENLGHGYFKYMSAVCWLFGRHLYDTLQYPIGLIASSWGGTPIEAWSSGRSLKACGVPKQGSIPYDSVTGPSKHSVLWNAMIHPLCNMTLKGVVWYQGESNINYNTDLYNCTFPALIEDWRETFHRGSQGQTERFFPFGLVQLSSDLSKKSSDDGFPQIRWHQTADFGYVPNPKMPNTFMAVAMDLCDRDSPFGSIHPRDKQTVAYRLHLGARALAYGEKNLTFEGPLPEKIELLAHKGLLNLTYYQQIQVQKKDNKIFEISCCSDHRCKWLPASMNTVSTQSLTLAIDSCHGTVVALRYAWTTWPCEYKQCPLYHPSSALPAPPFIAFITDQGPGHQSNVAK
DDE Tn7 FP inh: DD(E)-Tn7 binding inhibition, primary FP screen; P02675; FP displacement of FITC-Tn7 peptide from fibrin DD(E); 0% = median of compound wells per plate; inhibition, % at 8.3 µM; actives 0.13% (n = 370,000); AID 720508;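 active = inhibition above the mean of compounds falling within the control limits plus 3 SD of them, cut at about 14% in these data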;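 note: 0% = plate median of compound wells and 100% = 10 µM Aha-Tn7 peptide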
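Assay system: Human fibrin DD(E) protein | Medium: Tris buffer with calcium and detergent, pH 7.8 | Reagent: 0.1 µM fluorescent Tn7 | Compound dosing: Single point at 8.3 µM | Times: 10 min preincubation, 3 h with tracer, room temperature | Detection: Fluorescence polarization of the labelled Tn7 tracer | Controls: Aha-Tn7 high control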
PLC-beta3 inh: inhibitors of human phospholipase C beta3; inhibition, % at 12.2 µM; Q01970; actives 0.18% (n = 370,000); AID 720704; Purified PLC-beta3, fluorogenic substrate, fluorescence; in the data active = inhibition above about 11%;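 note: 0% = median of compound wells on plate and 100% = full blocker control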
ADAM10 inh: ADAM10 inhibition, QFRET primary screen; recombinant ADAM10, EDANS/DABCYL FRET peptide cleavage, 3 h; inhibition, % at 7 µM; actives 0.62% (n = 370,000); AID 720582;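 active = inhibition above a per-campaign cutoff equal to the mean of compounds falling between control-based bounds plus 3 SD, cut at about 20% in these data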;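 note: 0% = DMSO wells while the 100% control is not disclosed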
Tn6 DDE FP: disrupts Tn6 cyclic peptide binding to fibrin D-Dimer-E complex. P02675. Fibrin DD(E) TRITC-Tn6 fluorescence polarization displacement. inhibition, % at 8.3 µM. actives 0.21% (n = 370,000);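 active = inhibition above a per-campaign cutoff: mean of compounds within control limits plus 3 SD, cut at about 15% in these data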;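 note: 0% = median of all compound wells on the plate and 100% = blocking peptide control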
PLCg1 inh: blocks human PLC-gamma1 enzyme activity | AID 720700 | P19174 | inhibition, % at 12.2 µM | actives 0.84% (n = 370,000) | purified PLC-gamma1, fluorogenic substrate, fluorescence; in the data active = inhibition above about 9.5%
The depositor's hits bear a star; i = inactive; / = not tested or not shown.

ADAM17 inh,TDP2 inh,ASAP1 inh,ARFGAP1 inhibitor,SIAE inh,DDE Tn7 FP inh,PLC-beta3 inh,ADAM10 inh,Tn6 DDE FP,PLCg1 inh,Structure
2,-15,3,6,-9,0,-6,2,-2,-1,COc1ccc(-c2noc(C3CCCN(C(=O)c4ccccc4C)C3)n2)cc1 (stereo not drawn)
0,-2,-11,13,-2,-8,1,-6,-4,-1,CSc1ncc(Cl)c(C(=O)NCc2ccc3c(c2)OCO3)n1
4,4,-13,5,1,-4,-3,-2,-4,2,Nc1ccc2sc(N)nc2c1
-2,18,12,5,-2,-3,-5,3,3,0,Cc1cccc(NC2SC(=O)NC2=O)c1 (stereo not drawn)
6,-5,/,/,-3,-11,3,8,2,7,CCCCCCCCN1C(=O)[C@@H](CC(=O)N2CCOCC2)C[C@@]2(C(=O)OC)C1=C[C@H](C(C)C)O[C@@H]2C1CC1
-1,-6,-10,-4,-1,1,3,6,-5,4,COc1ccc(Cc2c(N)nc(C)nc2N)cc1
-5,-4,-7,2,2,-4,-21,-14,3,-15,CCOC(=O)/C(C#N)=C/c1cc2ccc(C)cc2nc1Cl
-6,6,12,3,1,13,1,-3,9,-3,CCCCNC(=O)C1C2C=CC3(CN(Cc4ccccc4Cl)C(=O)C13)O2 (stereo not drawn)
-1,-1,9,4,-12,0,-138,-2,-5,-117,O=C(/C=C\c1cn(-c2ccccc2)nc1-c1ccc2c(c1)OCCO2)N1CCOCC1
-4,5,16,-6,-3,-5,-1,-2,-3,2,CCOCCCNC(=O)C(NC(=O)CNC(C)=O)c1ccc(C)cc1 (stereo not drawn)
-1,-5,19,-6,0,6,-8,-6,17*,-6,CCN(c1ccccc1)S(=O)(=O)c1cc(C(=O)NCC(c2ccc(OC)cc2)N(C)C)ccc1C (stereo not drawn)
-2,-1,-8,-13,4,-6,-6,-212,-1,3,Cc1ccc(S(=O)(=O)N2CCN(C(=O)c3cc(S(=O)(=O)N4CCOCC4)ccc3F)CC2)cc1
-1,0,-3,-13,11,6,-3,-6,7,-2,COC(=O)C1CCN(C(=O)c2sc3nc(-c4ccccc4)cn3c2C)CC1
-2,-7,7,4,-4,1,0,0,2,-2,N#CCCN(C(=O)COC(=O)C1CCN(S(=O)(=O)c2cccs2)CC1)c1ccccc1
1,1,3,6,3,-4,5,5,3,2,COc1ccc(N(CC(=O)Nc2ccccc2C(=O)NCC(C)C)S(C)(=O)=O)cc1
5,-8,-1,5,-5,-4,4,19,-10,8,CCn1ccnc1CN(C)Cc1cn(-c2cccc(C)c2)nc1-c1cccc(F)c1
-5,4,8,-16,3,1,1,-5,-4,4,O=C(CCC(=O)N1CCOc2ccccc21)NC1CCCCCC1
4,0,0,-1,7,-2,4,3,-3,3,Cc1cc(N2C(=O)C3C4C=CC(C4)C3C2=O)ccc1NC(=O)c1cccs1 (stereo not drawn)
-2,9,3,1,1,5,1,-5,2,2,Cn1cnc2c(=O)[nH]cc([N+](=O)[O-])c21
1,-3,-1,1,0,6,-6,2,0,-8,CSc1nc2ccc(NC(=O)c3ccc(F)c(F)c3)cc2s1
-4,-3,-7,9,5,-2,-6,-9,1,1,CC[C@H](C)[C@H](NC(N)=O)C(=O)NCCc1ccc(OC)cc1
-2,-10,-2,-7,3,4,2,-5,-2,2,CC(=O)c1cccc(NC(=O)C2Cc3c(-c4ccccc4)ccnc3O2)c1 (stereo not drawn)
4,-7,-11,3,-1,-3,-5,2,-5,3,Cc1cc(C)c(S(=O)(=O)N2CCCCC2CCNC(=O)C(=O)NCc2ccccn2)c(C)c1 (stereo not drawn)
0,-10,9,7,-4,-5,1,7,4,4,CN(CC(=O)Nc1ccccc1N1CCOCC1)S(=O)(=O)c1ccc(F)cc1
0,11,4,8,0,-5,-7,-19,-8,-1,COc1ccc(NC(=O)Cc2nnc(SCC(=O)NC3=NCCS3)n2C)cc1

The closing two compounds of the section above open the next one:
ADAM17 inh,TDP2 inh,ASAP1 inh,ARFGAP1 inhibitor,SIAE inh,DDE Tn7 FP inh,PLC-beta3 inh,ADAM10 inh,Tn6 DDE FP,PLCg1 inh,Structure
0,-10,9,7,-4,-5,1,7,4,4,CN(CC(=O)Nc1ccccc1N1CCOCC1)S(=O)(=O)c1ccc(F)cc1
0,11,4,8,0,-5,-7,-19,-8,-1,COc1ccc(NC(=O)Cc2nnc(SCC(=O)NC3=NCCS3)n2C)cc1
0,-3,-2,6,-15,5,2,3,6,1,CCN(CC)S(=O)(=O)c1cc(NC(=O)COC(=O)c2sc3ccccc3c2Cl)ccc1C
-2,1,2,10,2,-3,2,3,2,2,O=C(N/N=C(\c1ccccc1)c1cccnc1)C(O)(c1ccccc1)c1ccccc1
-3,2,4,-10,4,7,2,8,-2,-1,Cc1cc(C)c(S(=O)(=O)N2CCN(c3ccc([N+](=O)[O-])c(NCc4ccco4)c3)CC2)c(C)c1
i,4,-4,-4,5,-1,i,i,-9,i,CCCc1cc(NCCCCO)n2c(nc3ccccc32)c1C#N
0,6,6,2,4,-9,-4,-10,6,4,COCCNC(=O)Cn1nc(-c2ccccc2)c2ccccc2c1=O
0,0,2,6,9,1,5,5,-5,2,CCN1C(=O)[C@H]2[C@@H](c3ccc(C)cc3)N3C(=O)N(c4ccc(OC)cc4)C(=O)[C@@]3(Cc3ccc(Cl)cc3)[C@H]2C1=O
-2,7,7,11,-10,4,-5,-2,4,-3,COc1ccc(S(=O)(=O)N2CCC(C(=O)NCc3ccc(C)cc3)CC2)cc1
0,-9,3,8,1,-6,-2,-6,-1,4,CCN(CC(=O)Nc1c(F)cccc1F)C(=O)C1CC1
2,-6,-9,-6,7,-7,-13,1,-8,-2,CCc1c(C)sc(NC(=S)N2CCN(C(=O)C3CCCO3)CC2)c1C(=O)OC (stereo not drawn)
-1,4,/,/,1,3,-1,-2,-4,0,Cc1ccc(CN2CCCCC(NC(=O)Nc3ccccc3F)C2=O)cc1 (stereo not drawn)
1,-6,1,-4,1,6,3,-18,-2,-2,NC(=O)CS(=O)(=O)c1nc2ccccc2n1Cc1ccccc1F
-6,-11,14,1,-1,5,1,-3,1,-2,COc1cccc(-n2c(Cc3cc(=O)[nH]c(=O)[nH]3)nnc2SC(C)C)c1
3,-11,19,3,3,-6,-7,3,-3,-2,CC(NC(=O)c1ccccc1NC(=O)CN1CCN(c2ccccc2O)CC1)c1ccccc1 (stereo not drawn)
-6,13,7,11,1,-1,-3,1,6,-3,Cc1sc2nc(CN3CCOCC3)nc(NS(=O)(=O)c3ccc4c(c3)OCCO4)c2c1C
3,-5,-5,3,-7,9,0,8,2,-2,O=C(c1ccc(-c2cccc(C(F)(F)F)c2)o1)N1CCCCCCC1
-1,-13,-8,15,-8,2,-3,-1,-14,2,O=C(NCc1ccccc1C(F)(F)F)C12CN(Cc3ccccc3)CC1C(c1ccc([N+](=O)[O-])cc1)=NO2 (stereo not drawn)
-2,3,-8,-1,4,-1,-3,-1,2,-2,COc1ccc(OC)c(-c2csc(N3CCC(c4ccccc4)CC3)n2)c1
-3,2,-1,0,1,-1,1,-9,11,0,Cc1nnc(NC(=O)CCCCCN2C(=O)C3C4C=CC(C4)C3C2=O)s1 (stereo not drawn)
7,-6,0,14,2,3,4,-7,-1,5,CN1CCN(C(=O)C2=C[C@@H](c3ccc(Br)cc3)C[C@@H](OCc3ccc(CO)cc3)O2)CC1
0,1,-15,-9,-2,1,-1,-5,9,2,CC(C)N(CCc1ccncc1)C(=O)Nc1ccc(Cl)c(Cl)c1
0,27*,1,9,4,0,-4,0,1,-3,O=[N+]([O-])c1ccc(CN2CCN(c3ccccc3Cl)CC2)o1
3,8,5,10,-7,0,-9,13,0,-3,Cc1sc(NC(=O)c2c(F)cccc2F)nc1-c1ccccc1
2,3,0,15,5,9,7,7,4,3,CC1CN(C2CCN(C(=O)c3ccccc3Cl)CC2)CC(C)O1 (stereo not drawn)
-1,1,1,-2,5,2,2,-15,-4,0,CN1CCN(C2CN(Cc3cn(Cc4ccccc4)nn3)S(=O)(=O)C2)CC1 (stereo not drawn)
-2,-6,-16,-17,-7,-7,-6,-3,2,-2,CCN(C(=O)CN1CCCCC1C)c1c(N)n(Cc2ccccc2)c(=O)[nH]c1=O (stereo not drawn)

Later entries.
ADAM17 inh,TDP2 inh,ASAP1 inh,ARFGAP1 inhibitor,SIAE inh,DDE Tn7 FP inh,PLC-beta3 inh,ADAM10 inh,Tn6 DDE FP,PLCg1 inh,Structure
-2,2,15,0,8,2,0,0,8,5,O=C(CN1C(=O)NC2(CCCCCC2)C1=O)Nc1ccc([N+](=O)[O-])cc1
-1,-1,-2,-1,3,2,0,-1,-4,-4,CCCN(CCc1ccccc1)C1CCc2c(O)cccc2C1 (stereo not drawn)
-7,-8,7,-1,0,5,-9,-12,-1,3,Cc1cc(C)nc(NC(=O)c2ccc(Br)s2)n1
4,-15,6,6,-9,-3,-3,3,-8,8,O=C(/C=C/c1ccccc1[N+](=O)[O-])NCc1ccccc1Cl
-14,3,3,7,-7,-6,-14,-39,2,-6,CC(C)Oc1ccccc1/C=N/n1nnnc1N
3,-9,-4,-5,11,7,-4,3,2,1,Cc1ccc(S(=O)(=O)NCc2cn3ccccc3n2)c(C)c1
-2,-13,10,9,-4,-4,0,-6,-11,2,CSc1nnc(Nc2ccccc2C)s1
4,-14,16,7,-4,-8,1,9,3,13*,Cc1ccc(-c2cc(N)n(-c3ccc(F)cc3)n2)cc1
-5,2,-7,-6,2,1,-7,-12,-6,-5,Cc1cccc(NC(=O)CSc2nc3[nH]c(=O)cc(O)c3s2)c1
-2,4,5,-5,1,-3,-9,-17,-5,-7,Cc1c(C(=O)NNC(=O)c2csc(N3CCOCC3)n2)oc2ccccc12
0,-7,0,-1,-4,3,1,1,0,5,O=C(Nc1ccc(Cl)cc1)OCCn1nnnc1C(c1ccccc1)N1CCOCC1 (stereo not drawn)
-2,10,2,-6,0,8,4,2,3,3,O=C(Nc1ccc(Cl)cc1)c1nc[nH]c1C(=O)N1CCN(c2ccccc2)CC1

3 entries already listed, arranged by the number in Tn6 DDE FP, falling.
ADAM17 inh,TDP2 inh,ASAP1 inh,ARFGAP1 inhibitor,SIAE inh,DDE Tn7 FP inh,PLC-beta3 inh,ADAM10 inh,Tn6 DDE FP,PLCg1 inh,Structure
0,-7,0,-1,-4,3,1,1,0,5,O=C(Nc1ccc(Cl)cc1)OCCn1nnnc1C(c1ccccc1)N1CCOCC1 (stereo not drawn)
-7,-8,7,-1,0,5,-9,-12,-1,3,Cc1cc(C)nc(NC(=O)c2ccc(Br)s2)n1
-2,4,5,-5,1,-3,-9,-17,-5,-7,Cc1c(C(=O)NNC(=O)c2csc(N3CCOCC3)n2)oc2ccccc12
